Screening data as filed in PubChem.
NALP1 inh = NALP1 inhibition; hit rate 0.61% among 280,000; AID 2071; S. cerevisiae NALP1/ASC/caspase-1 growth, X-gal OD620, 72 h; inhibition, % at 10 µM; in the data active = inhibition mostly above about 24%, no sharp cut-off; inactive = mostly below about 32%; note: some compounds called inactive have numbers as strong as hits
PfM18AAP inh = blocks P. falciparum M18 aspartyl aminopeptidase. recombinant PfM18AAP, H-Glu-NHMec fluorogenic cleavage. inhibition, % at 7.35 µM. hit rate 1.2% among 290,000;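 active = inhibition above the campaign mean inhibition over all tested compounds plus 3 SD, cut at about 28% in these data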;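 note: 0% = plate median of test compound wells and 100% = 2 mM ZnCl2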
MEKK2 mut-MEK5 = signal of MEK5 binding to mutant human MEKK2 PB1 domain | bead flow cytometry, Alexa488-MEK5 binding to MEKK2 mutant | percent response, % at 10 µM | hit rate 0.35% among 290,000 | AID 1530; in the data active = percent response above about 24%, passing the limit was not always enough; note: inactives centre near 1; some results filed as inactive read as strong as hits
MEKK2wt PB1 HTS = raises or lowers MEK5 binding to wildtype human MEKK2 PB1 domain; Q9Y2U5; bead flow cytometry, Alexa488-MEK5 binding to MEKK2 WT; actives lie on both sides; binding response (% of control), % at 10 µM; hit rate 1.1% among 290,000; AID 1531; in the data active = binding response below about 67% or above about 130%
VIM-2 inh = inhibitors of Pseudomonas aeruginosa VIM-2 metallo-beta-lactamase. purified VIM-2, nitrocefin hydrolysis, epi-absorbance fluorescence. inhibition, % at 5.6 µM. hit rate 0.89% among 290,000;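 active = inhibition above the mean of all tested compounds plus 3 SD, cutoff set per screening run, cut at about 7.5% in these data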;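 note: red hydrolysis product quenches plate fluorescence so inhibitors raise well fluorescence; 0% = enzyme with DMSO and 100% = DMSO without enzyme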
FID counter = fluorescent intercalator displacement, NS3 helicase counter-screen; DNA fluorescent intercalator displacement, fluorescence; inhibition, % at 7.9 µM; hit rate 0.17% among 290,000; AID 1845; in the data active = inhibition above about 37%;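 note: 0% = vehicle and 100% = reference compound; higher means more ethidium bromide displaced from hairpin DNA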
IMP-1 inhibitor = blocks Pseudomonas aeruginosa IMP-1 metallo-beta-lactamase; purified IMP-1, nitrocefin hydrolysis, epi-absorbance fluorescence; inhibition, % at 5.6 µM; hit rate 0.45% among 290,000;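 active = inhibition above the mean plus 3 SD of all compounds in the same screening run, cut at about 4.5% in these data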;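 note: 0% = IMP-1 with DMSO and 100% = DMSO wells lacking enzyme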
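Assay system: purified recombinant IMP-1 beta-lactamase. Input: IMP-1 0.2 nM before substrate addition. Buffer or medium: Zinc- and detergent-supplemented HEPES buffer, pH 7.1. Schedule: 25 °C, 15 min preincubation, 25 min reaction. Signal: Epi-absorbance fluorescence, 480 nm excitation, 530 nm emission. Evaluation: percent inhibition from optical density relative to buffer-blank wells.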
UBC9 SUMO inh = blocks human SUMOylation mediated by UBC9. P63279. HTRF SUMOylation assay, SAE1/SAE2 + UBC9, in vitro. inhibition, % at 35 µM. hit rate 0.36% among 290,000. AID 2006; in the data active = inhibition above about 50%, passing the limit was not always enough; note: strong numbers were not always called active
Target sequence (P63279 whole entry, looked up): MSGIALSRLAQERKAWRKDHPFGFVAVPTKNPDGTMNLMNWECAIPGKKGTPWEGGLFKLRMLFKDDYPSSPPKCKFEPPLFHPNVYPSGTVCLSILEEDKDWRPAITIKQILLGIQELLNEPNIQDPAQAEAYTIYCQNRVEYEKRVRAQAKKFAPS
NS3 helicase inh = blocks Hepatitis C virus NS3 helicase unwinding | NS3 helicase DNA unwinding, Cy5 molecular beacon fluorescence | inhibition, % at 10.9 µM | hit rate 0.56% among 290,000;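 active = inhibition above the mean of all tested compounds plus 3 SD, set per campaign, cut at about 35% in these data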;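 note: 0% = DMSO wells and 100% = thioflavine S control wells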
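Material: hepatitis C virus NS3 helicase domain fragment enzyme; measured by: Cy5 fluorescence, 0 and 60 min reads; control set: DMSO and thioflavine S; incubation: 60 min unwinding reaction at 25 °C after ATP addition; read-out basis: % inhibition from 60/0 min fluorescence ratio, DMSO 0%, thioflavine S 100%; repeats: singlicate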
* = called active by the depositor; x = no result given.

SMILES	NALP1 inh	PfM18AAP inh	MEKK2 mut-MEK5	MEKK2wt PB1 HTS	VIM-2 inh	FID counter	IMP-1 inhibitor	UBC9 SUMO inh	NS3 helicase inh
C/C(CC(=O)Nc1ccc(F)cc1)=N\NC(=O)Cc1csc(N)n1	36	6	10	114	-1.0	3	-1.5	-8	-2
CCOc1ccc(N2CC(C(=O)NCCc3c[nH]c4ccc(C)cc34)CC2=O)cc1 (stereo not drawn)	-1	8	-1	99	-0.3	-35	-2.9	8	4
COc1cccc(N2CCc3c(C)nc4ccc(Cl)cc4c32)c1	2	-3	7	119	22*	2	-2.2	26	-26
N/C(=N\OC(=O)CC1CCCCC1)c1cccnc1	24	-4	-6	82	-2.5	-1	-1.6	-15	5
CC(=O)Nc1cccc(NS(=O)(=O)c2ccccc2[N+](=O)[O-])c1	16	-2	-15	88	-2.5	2	-5.7	3	-4
CC(Oc1ccc(Br)cc1)C(=O)Nc1ccncc1 (stereo not drawn)	14	-14	-7	95	0.6	-4	-1.0	-17	-11
CC(C)Oc1ccccc1OCCCOc1cccc2cccnc12	15	-9	5	102	-0.5	-32	-4.9	-15	-2
Clc1cccc(Cl)c1CNCCCSc1ncccn1	17	-1	20	107	-0.2	10	-0.7	-3	-7
COc1ccc2nc(/C=N/NC(=O)[C@H](C)NC(=O)OC(C)(C)C)ccc2c1	8	-1	-2	102	-3.5	-28	-3.8	13	-4
N#CCCN(CCC#N)S(=O)(=O)c1ccc(C(=O)Nc2nc(-c3ccccc3)c(C(=O)c3ccccc3)s2)cc1	x	-6	3	97	3.1	2	0.4	-76	9
O/N=C/c1cc(Br)ccc1OCc1ccccc1F	x	-3	12	128	-1.2	2	-0.9	x	-2
COCCNC(=O)CCn1nc(-c2ccc(C)cc2)c2ccccc2c1=O	5	1	5	104	-4.1	-33	-4.8	8	3
O=C(Cc1ccc(Br)cc1)Nc1nc2ccccc2[nH]1	-6	3	-7	93	-4.8	-3	-1.9	4	-10
CCOC(=O)/C(C#N)=C/C1=C(N2CCCC2)CC(C)(C)OC1	12	-7	2	98	-1.1	-2	-0.7	2	-1
CCN(c1ccccc1)S(=O)(=O)c1ccc(C(=O)Nc2nnc(COC)o2)cc1	-9	4	9	102	-4.5	-40	-4.3	-8	6
O=C(Cc1c(F)c(F)c(F)c(F)c1F)OC12CC3CC(C1)C(=O)C(C3)C2	2	-11	-5	100	-0.8	-10	0.0	-11	1
CC(C(=O)NCc1ccccn1)N1C(=O)c2ccccc2C1=O (stereo not drawn)	36	6	9	111	-6.1	-3	-4.1	20	7
Cc1ccccc1-n1c(-c2ccc(=O)[nH]n2)n[nH]c1=S	-30	12	-7	94	-8.8	0	-2.3	7	3
COc1ccc(C(C(=O)NCc2ccc(F)cc2)N(Cc2cccnc2)C(=O)c2snc(C(N)=O)c2N)cc1 (stereo not drawn)	-4	-1	-1	101	-3.2	-32	-1.8	4	-4
Cc1ccc(OCC(=O)NCCCNC(=O)c2ccco2)cc1C	15	1	0	95	-4.9	-17	-1.7	9	5
COc1ccc(-c2nnc(SCC(=O)Nc3sc4c(c3C#N)CCCC4)n2-c2ccccc2)cc1	7	3	5	98	-3.0	-1	-2.6	3	4
CC(=O)Nc1ccc(N(C(=O)Cn2nnc3ccccc32)C(C(=O)NC2CCCC2)c2ccc(O)c(O)c2)cc1 (stereo not drawn)	23	65*	-3	95	0.9	-13	1.8	-2	8
CCCC1CC(CSc2ncn[nH]2)OC1=O (stereo not drawn)	23	9	1	102	-1.6	-2	-1.9	7	0
Cc1ccc(C(=O)N2CCCC(CCC(=O)NCc3ccc(F)c(F)c3)C2)cn1 (stereo not drawn)	1	-3	-2	101	-1.0	-30	-1.0	8	-1
CC1(C)C2CCC1(C)C(OCCNCCOC(=O)Nc1ccccc1)C2 (stereo not drawn)	14	-15	4	98	-2.5	-33	-1.2	11	1
COCCNC(=O)c1cc(Br)ccc1Cl	-21	-12	2	113	-0.6	-1	1.9	-7	-2
COc1ccc(OC)c(/C=N/NC(=O)c2cc3c(OC)cccc3[nH]2)c1	x	6	0	100	-2.6	-24	-3.9	-1	-4
O=C(N/N=C/c1ccc(OCCCF)cc1)c1cc(OCC(F)(F)F)ccc1OCC(F)(F)F	8	4	6	101	-0.4	-6	-2.0	31	6
CC(C)C(=O)NC(=S)Nc1ccc(S(=O)(=O)Nc2ccccc2)cc1	14	2	3	92	-2.5	3	-0.7	-13	-4
Cc1cc(C)n(-c2ncnc3c2oc2ccccc23)n1	11	-1	-3	95	3.1	-11	-4.3	22	-2
CC(C)(C)NCC(=O)c1c[nH]c2ccccc12	30*	-8	x	x	-1.5	7	-2.1	3	-5
CC1(C)CN(c2ccc(Br)cc2Br)C1=O	-1	-2	-15	85	2.9	1	-2.5	5	-10
COc1ccc(OC)c(C(=O)COC(=O)c2cc(C)oc2C)c1	-67	-1	2	109	-2.8	-3	-2.9	8	-5
CCn1c(CCNC(=O)c2ccc(Cl)cc2)n[nH]c1=S	9	0	1	95	-0.8	-1	-2.8	11	4
O=C(/C=C/c1ccc(S(=O)(=O)N2CCOCC2)cc1)NC(=S)Nc1ccc(Cl)cc1Cl	-18	-1	-7	83	-1.0	-6	-0.9	-7	-9
N#Cc1cccc(S(=O)(=O)Nc2c(NC3CCCCC3)c3ccccc3oc2=O)c1	-18	6	1	98	-1.6	-33	-0.5	-1	-9
CC(=O)Nc1ccc(N=Nc2c(C)[nH]n(C(N)=S)c2=O)cc1	-6	14	-2	96	7.7	-5	-7.4	-30	1
Nn1c(SCC(=O)Nc2ccc(F)cc2)nnc1-c1ccccn1	-1	-2	-1	100	-4.3	-4	-5.4	6	-1
Cc1occc1-c1nnc(SCc2nc3ccccc3c(=O)n2CC#N)n1C	2	-10	2	94	-1.4	-9	-1.2	19	10
COc1ccc(C=O)cc1OC(=O)N1CCOCC1	15	-4	2	102	-1.1	-2	-1.8	-6	-20
O=C(N/N=C/c1c(Cl)cccc1Cl)c1cccc(F)c1	6	-11	6	101	-5.8	-3	-2.8	9	-2
Cc1cc(O)c(C(C)C)cc1N=Nc1ccccc1C(=O)O	38*	-1	-11	95	-4.4	-26	-8.3	21	0
C=C(C)C1Cc2nc(N)nc(C)c2C1 (stereo not drawn)	33	-5	-2	98	-4.3	1	-5.6	15	6
CCCc1ccc2oc(C(=O)N3CCC[C@H]3CO)c(C)c2c1	15	2	6	102	-2.6	-37	-3.0	8	1
CC(=O)N1CCC(N(CCN2CCOCC2)C(=S)Nc2cc(C)cc(C)c2)CC1	-17	2	3	102	-1.4	-3	-0.5	8	-10
CCN(CC)CCCN(Cc1cc2cc(OC)ccc2[nH]c1=O)C(=O)Nc1ccccc1	x	-14	0	113	1.4	0	-0.1	19	-11
O=C(Cn1cc(C(F)(F)F)ccc1=O)Nc1cccc(S(=O)(=O)N2CCOCC2)c1	26	-4	15	108	-1.7	5	-1.1	11	-2
Cc1ccc(CC(=O)Nc2ccc(S(=O)(=O)Nc3nccc(C)n3)cc2)cc1	-3	1	10	102	-1.6	-19	-1.5	-1	13
O=C(CSc1ncc(-c2ccc(F)cc2)[nH]1)N1CCCCC1	38	-3	4	103	-1.6	-1	-2.0	-3	4
COC(Cc1nnc(SC)n1-c1ccccc1)OC	17	0	-4	98	-2.9	-4	-2.5	16	5
O=C1C=C(NCc2ccc(Cl)c(Cl)c2)C2(CCCCC2)O1	8	-6	11	110	-1.7	-5	-3.0	-15	-1
C=CCn1c(=O)c(C(=O)NC2CC2)c(O)c2cc(OC)c(OC)cc21	4	0	4	103	-0.6	-19	-3.1	8	2
CC(C)Cn1c(-c2cccs2)nc2nc3ccccc3nc21	23	-2	-1	94	2.0	-11	0.5	14	-2
Cc1cc(C)c2c(=O)[nH]c(SCC(=O)Nc3ccc(Br)cc3)nc2n1	23	-12	-4	99	2.0	-18	-1.6	14	-15
CCOC(=O)C1CCN(CC(O)COCc2ccc(Cl)cc2)CC1 (stereo not drawn)	12	-3	3	110	-3.7	2	-1.8	1	2
Nc1nc(SCc2ccc(Cl)cc2Cl)nc2nc3c(cc12)CCCC3	20	-9	-2	98	-0.4	-5	-0.1	11	-5
Cc1cc(C)cc(NC(=O)CSc2nc3c(c(=O)[nH]2)CN(Cc2ccc(F)cc2)CC3)c1	15	4	4	116	-3.2	-15	-3.0	-1	1
CCOC(=O)C(C)Sc1nnc(CSc2nc3nc(C)cc(C)n3n2)o1 (stereo not drawn)	19	-4	0	99	-1.5	-10	-3.1	-2	-5
Cc1ccc2c(COC(=O)c3n[nH]c4ccccc34)cc(=O)oc2c1	-49	4	4	102	-4.9	0	-0.8	0	0
Cc1ccc(S(=O)(=O)N2CCCOC2CNC(=O)C(=O)NCc2ccc3c(c2)OCO3)cc1 (stereo not drawn)	5	-10	2	104	-1.1	-35	-1.4	-6	-1

Structures listed so far with a CF3 group (2):
SMILES	NALP1 inh	PfM18AAP inh	MEKK2 mut-MEK5	MEKK2wt PB1 HTS	VIM-2 inh	FID counter	IMP-1 inhibitor	UBC9 SUMO inh	NS3 helicase inh
O=C(N/N=C/c1ccc(OCCCF)cc1)c1cc(OCC(F)(F)F)ccc1OCC(F)(F)F	8	4	6	101	-0.4	-6	-2.0	31	6
O=C(Cn1cc(C(F)(F)F)ccc1=O)Nc1cccc(S(=O)(=O)N2CCOCC2)c1	26	-4	15	108	-1.7	5	-1.1	11	-2

Additional structures:
SMILES	NALP1 inh	PfM18AAP inh	MEKK2 mut-MEK5	MEKK2wt PB1 HTS	VIM-2 inh	FID counter	IMP-1 inhibitor	UBC9 SUMO inh	NS3 helicase inh
Nc1cc(=O)[nH]c(SCC(=O)Nc2ccc(S(=O)(=O)N3CCOCC3)cc2)n1	0	1	-10	92	-0.4	-1	-1.8	11	4
COc1ccccc1N1C(=O)S/C(=C\c2cccs2)C1=O	16	4	8	105	-2.1	-6	-1.5	4	-3
Cc1cc(/C=N/NC(=O)c2cccnc2)c(C)n1CC(C)C	-3	7	-4	97	-3.8	-10	-3.2	26	-2
COc1ccc(NC(=O)C(CC(=O)O)Cc2ccc(C)cc2)cc1 (stereo not drawn)	2	0	-11	91	-1.0	-3	-2.0	3	-4
Cc1nc(C(Cl)(Cl)Cl)nc2[nH]ccc(=O)c12	22	4	4	103	1.0	1	-3.3	20	-12
COc1ccc(NC(=S)N2CCC(N(C)CCN3CCOCC3)CC2)cc1Cl	18	4	1	101	-3.1	8	-0.3	-3	1
COc1ccc(/C=N/NC(=O)c2ccc(N(C)S(=O)(=O)c3ccccc3)cc2)cc1	4	-7	-5	98	0.6	-10	-0.5	8	-2
CC(=O)c1ccc(OCCCOc2cccc3cccnc23)cc1	7	-3	-3	95	0.5	-31	2.5	7	-1
Cc1cccc(NS(=O)(=O)c2coc(C(N)=O)c2)c1C	10	2	0	99	-4.5	-7	-3.2	-15	-1
CC(=O)N(C)c1ccc(NC(=O)Nc2cccc3ccccc23)cc1	16	-6	4	106	-0.2	-17	-0.4	3	3
O=C(CCCN1C(=O)c2cccc3cccc(c23)C1=O)NCc1cccs1	30	-9	-6	101	-3.6	-6	-5.0	6	12
